Screening data (PubChem)
TDP1 block – blocks human tyrosyl-DNA phosphodiesterase 1 | Q9NUW8 | recombinant TDP1, AlphaScreen DNA substrate cleavage | Potency, µM (highest dose often 130 µM), for the others: at the highest dose activity change, negative = inhibition, most hits filed as inhibitors | 350,000 tested, 0.28% active; also: nearly all actives have a fitted effect of over 40% in size
Target sequence (Q9NUW8 whole entry, looked up): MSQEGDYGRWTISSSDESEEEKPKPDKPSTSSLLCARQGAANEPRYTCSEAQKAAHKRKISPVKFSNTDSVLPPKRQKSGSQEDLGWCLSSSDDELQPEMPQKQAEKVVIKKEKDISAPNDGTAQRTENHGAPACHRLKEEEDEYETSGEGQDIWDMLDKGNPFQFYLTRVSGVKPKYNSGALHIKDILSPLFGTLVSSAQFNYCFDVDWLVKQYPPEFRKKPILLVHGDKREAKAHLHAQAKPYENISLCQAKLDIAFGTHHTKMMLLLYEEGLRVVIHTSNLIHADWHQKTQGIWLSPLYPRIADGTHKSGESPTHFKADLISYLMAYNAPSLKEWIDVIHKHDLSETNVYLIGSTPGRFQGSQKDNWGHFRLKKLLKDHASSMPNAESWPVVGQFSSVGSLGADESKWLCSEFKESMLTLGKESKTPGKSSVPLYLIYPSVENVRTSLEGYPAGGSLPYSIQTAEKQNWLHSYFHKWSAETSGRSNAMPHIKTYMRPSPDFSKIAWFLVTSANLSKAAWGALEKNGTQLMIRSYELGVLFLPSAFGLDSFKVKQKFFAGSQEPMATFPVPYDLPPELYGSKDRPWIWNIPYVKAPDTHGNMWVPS
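Recombinant human Tdp1 (E. coli-expressed, 1 nM final) preincubated with compounds 15 min at room temperature, then 5'-biotin/3'-phosphotyrosine-FITC DNA substrate (15 nM final) added for 5 min. AlphaScreen beads (10 ug/ml final) added 10 min; cleavage lowers signal.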
FEN1 inhibitor – human FEN1 inhibition; AID 588795; Recombinant FEN1 flap cleavage, fluorescence, 15 min; 390,000 tested, 0.35% active; P39748; Potency, µM (highest dose often 114 µM), for inactives: at the highest dose activity change, negative = inhibition, most hits filed as inhibitors; also: nearly all actives have a fitted effect of over 65% in size
Target sequence (P39748 whole entry, looked up): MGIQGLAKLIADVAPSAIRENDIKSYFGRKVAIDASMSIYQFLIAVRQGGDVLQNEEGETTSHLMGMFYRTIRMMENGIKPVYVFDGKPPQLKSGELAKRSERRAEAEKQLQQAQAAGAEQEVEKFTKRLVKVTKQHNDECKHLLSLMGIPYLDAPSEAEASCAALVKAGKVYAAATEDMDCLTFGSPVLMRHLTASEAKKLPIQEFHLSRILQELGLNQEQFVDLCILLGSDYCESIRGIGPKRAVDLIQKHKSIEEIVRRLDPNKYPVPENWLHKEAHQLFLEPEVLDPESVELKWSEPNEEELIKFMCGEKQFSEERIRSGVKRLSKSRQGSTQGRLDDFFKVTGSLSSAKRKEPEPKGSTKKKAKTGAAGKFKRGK
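Quantitative HTS format: each compound was titrated, incubated with 10 nM nuclease for 15 min at room temperature, then challenged with flap substrate at 50 nM final. Signal change over 15 min gave concentration–effect curves.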
N370S GC mod – inhibits or activates N370S mutant glucocerebrosidase | P04062 | N370S GC spleen homogenate, 4MU-glucoside fluorescence | Potency, µM (doses to about 59.4 µM), for inactives: top-dose activity change, negative = inhibition, hits mostly inhibitors | 330,000 tested, 0.092% active | AID 2101;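 also: 0% = full enzyme activity and -100% = no enzyme basal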
Numbers without * were called inactive; ? = inconclusive; . = not tested or not shown; & = joins results of further samples; [ ] = another dose, or the depositor's remark. Calls follow the shape of the dose curve; as a rule, active = well fitted curve in the direction sought with a large enough effect; inconclusive = small, poorly fitted or top-dose-only effect, or another doubt; inactive = no such curve, though single readings can be large; an effect the other way counts as inactive or inconclusive. Unless noted, % is scaled to controls: 0 for no effect and ±100 for the full control effect; potency is read from the fitted curve at half-maximal effect.

SMILES,TDP1 block,FEN1 inhibitor,N370S GC mod
CC(=O)c1ccc(OCc2cc(C(=O)NC(C)c3cnn(C)c3)no2)cc1 (stereo not given),6%[56.1 µM],14%,1%
Cn1cccc1/C=N/NC(=O)CNc1ccc2ccccc2c1,10%,-1%,6%
CCCCNC(=S)N(CCCO)Cc1cc2cc3c(cc2[nH]c1=O)OCCO3,.,-7%,21%
CCOc1ccc(NC(=O)CN(C)C(=O)c2ccc(C)c(S(=O)(=O)N3CCCCC3)c2)cc1OCC,1%,-6%,-2%
Cc1ccc2[nH]c3c(c2c1)CN(C(=O)CN1CCSCC1)CC3,7%,.,2%
Cc1sc(NC(=O)c2ccc(F)cc2)c(CN2CCCCCC2)c1C,3%,-2%,-17%
Nc1nonc1-c1nc2ccccc2n1CCC(=O)O,4%,-1%,4%
CCOc1ccc(CC(=O)Nc2cccc(-c3nc4cccnc4s3)c2C)cc1,3%,5%,.
COC(=O)c1scc(-c2ccccc2)c1S(=O)(=O)Nc1ccc(C)c(Cl)c1,5%,2%,.
COc1ccc(NC(=O)CN2C(=O)NC(C)(c3ccc(C)cc3)C2=O)cn1 (stereo not given),0%,-7%,.
CC(C)(C)c1ccc(S(=O)(=O)N2CCCC2C(=O)N2CCOCC2)cc1 (stereo not given),4%,1%,12%
CSCCC(NS(=O)(=O)c1ccc(C)cc1)C(=O)NCC(C)(C)N1CCOCC1 (stereo not given),1%,-8%,.
CCN(Cc1ccccc1)C(=O)COC(=O)c1cc(Cl)nc(Cl)c1,3%,2%,3%
CC(=O)c1ccc(OC(=O)c2nc(-c3ccccc3)oc2C)cc1,.,10%,-13%
O=C(NCCc1ccccc1)C1CC(=O)N(CCc2ccccc2)C1 (stereo not given),4%,-14%,1%
O=c1oc2ccccc2nc1/C=C(\O)c1ccccc1,.,?,-17%

Quoted from the listing:
CC(C)(C)c1ccc(S(=O)(=O)N2CCCC2C(=O)N2CCOCC2)cc1 (stereo not given) in FEN1 inhibitor → 1%
CCN(Cc1ccccc1)C(=O)COC(=O)c1cc(Cl)nc(Cl)c1 in TDP1 block → 3%
COC(=O)c1scc(-c2ccccc2)c1S(=O)(=O)Nc1ccc(C)c(Cl)c1 in TDP1 block → 5%

The results go on:
SMILES,TDP1 block,FEN1 inhibitor,N370S GC mod
COc1ccc([C@H]2CC(=O)C=C(c3cc(C)ccc3OC)C2)cc1,-5%,-21%,.
Cc1cc(Br)ccc1NC(=S)NCCc1ccccc1,2%,-22%,11%
Cc1cc(C)cc(OCC(=O)Nc2cccc(-c3nc4ncccc4o3)c2)c1,6%,4%,20%
Cc1ccccc1/C=C(\C#N)c1nc(-c2ccc(Cl)cc2)cs1,5%,-19%,.
COc1ccc2oc(C(=O)OC(C)C(=O)N3C(C)CCCC3C)c(C)c2c1 (stereo not given),0%,-10%,.
O=C1C=C(c2ccc3[nH]ccc3c2)C[C@@H](c2ccc(F)cc2)C1,1%,-3%,.
Cc1scc(C(=O)NNC(=S)NCC2CCCO2)c1-c1ccccc1 (stereo not given),5%,-12%,12%
COc1cccc2cc(C(=O)NCc3ccccc3Cl)c(=O)oc12,.,2%,2%
Cc1c(N=C=O)cccc1N=C=O,3%,.,-24%
CCC(C)(C)n1nnnc1C(C(C)C)N(CCCO)Cc1cc2cc(C)ccc2[nH]c1=O (stereo not given),5%,-21%,0%
Cc1csc(NC(=O)c2cccc(Cn3nc(C)c(Br)c3C)c2)n1,4%,?,5%
COc1ccc(C(=O)N(C)Cc2ccon2)cc1OC1CCN(C(C)C)CC1,0%,8%,-3%
Cc1ccc(NC(=O)Cn2c(=O)cc(-c3ccccc3)c3c(C)nn(C)c32)c(Cl)c1,6%,-3%,.
CCc1ccc(C(=O)NN(C(=O)c2ccc(CC)cc2)C(C)(C)C)cc1,2%,3%,14%
S=C(NCCc1ccccc1)N/N=C/c1cccc(Cl)c1Cl,-3%,-1%,16%
Cc1ccc(NC(=O)c2sc(=S)n(-c3cc(C)ccc3F)c2N)cc1,1%,15%,-26%

16 structures out of the list, arranged by length of the SMILES, smallest number first.
SMILES,TDP1 block,FEN1 inhibitor,N370S GC mod
Cc1c(N=C=O)cccc1N=C=O,3%,.,-24%
Cc1cc(Br)ccc1NC(=S)NCCc1ccccc1,2%,-22%,11%
O=c1oc2ccccc2nc1/C=C(\O)c1ccccc1,.,?,-17%
S=C(NCCc1ccccc1)N/N=C/c1cccc(Cl)c1Cl,-3%,-1%,16%
O=C(NCCc1ccccc1)C1CC(=O)N(CCc2ccccc2)C1 (stereo not given),4%,-14%,1%
Cc1scc(C(=O)NNC(=S)NCC2CCCO2)c1-c1ccccc1 (stereo not given),5%,-12%,12%
Cc1ccccc1/C=C(\C#N)c1nc(-c2ccc(Cl)cc2)cs1,5%,-19%,.
Cc1csc(NC(=O)c2cccc(Cn3nc(C)c(Br)c3C)c2)n1,4%,?,5%
Cc1ccc(NC(=O)c2sc(=S)n(-c3cc(C)ccc3F)c2N)cc1,1%,15%,-26%
CCOc1ccc(CC(=O)Nc2cccc(-c3nc4cccnc4s3)c2C)cc1,3%,5%,.
CCc1ccc(C(=O)NN(C(=O)c2ccc(CC)cc2)C(C)(C)C)cc1,2%,3%,14%
COc1ccc2oc(C(=O)OC(C)C(=O)N3C(C)CCCC3C)c(C)c2c1 (stereo not given),0%,-10%,.
COc1ccc(NC(=O)CN2C(=O)NC(C)(c3ccc(C)cc3)C2=O)cn1 (stereo not given),0%,-7%,.
CSCCC(NS(=O)(=O)c1ccc(C)cc1)C(=O)NCC(C)(C)N1CCOCC1 (stereo not given),1%,-8%,.
CCC(C)(C)n1nnnc1C(C(C)C)N(CCCO)Cc1cc2cc(C)ccc2[nH]c1=O (stereo not given),5%,-21%,0%
Cc1ccc(NC(=O)Cn2c(=O)cc(-c3ccccc3)c3c(C)nn(C)c32)c(Cl)c1,6%,-3%,.

The listing continues:
SMILES,TDP1 block,FEN1 inhibitor,N370S GC mod
COc1cccc(NC(=O)Cn2c3ccc(OC)cc3c3nc4n(c(=O)c32)CCS4)c1,0%,16%,-7%
COc1ccc2nc(C)cc(NCc3cccc(C(F)(F)F)c3)c2c1,10%,-12%,-23%
S=C(NCc1ccco1)N/N=C/c1ccccc1Cl,8%,-9%,-8%
O=C(c1cccs1)N(Cc1cccc(Cl)c1)C1CCS(=O)(=O)C1 (stereo not given),6%,-2%,-9%
CCOC(=O)c1cc(-c2ccc(Cl)cc2)nc2onc(C)c12,-2%,.,7%
CCC1CCc2c(sc(NC(=O)C3CC=CCC3C(=O)O)c2C#N)C1 (stereo not given),8%,-1%,15%
O=C(COc1ccccc1)NCC(=O)N/N=C/c1ccc(Br)cc1,6%,-5%,0%
CCN=C1SC(CC(=O)Nc2sc3c(c2C#N)CCCC3)C(=O)N1CC (stereo not given),-6%,10%,-9%
O=C(NC1CCCCC1)c1cc(S(=O)(=O)N2CCOCC2)c(Cl)cc1Cl,-8%,9%,-1%
CC1(C)SCC(C(=O)O)N1C=O (stereo not given),1%,10%,5%
Cc1cc(C)n(CCCNC(=O)COc2ccc([N+](=O)[O-])cc2)n1,0%,18%,.
COc1cc(OC)nc(NC(=O)COC(=O)C2CCCCC2)n1,3%,-3%,?
Cc1ccccc1NC(=O)Cc1nc(COC(=O)c2cc(Br)ccc2O)cs1,0%,-3%,.
CC(C)n1c(=O)[nH]c2ccccc21,1%,5%,7%
O=C(Nc1ccccc1)C1CC(=O)N(C2CCCCC2)C1 (stereo not given),5%,-6%,8%
O=C1OCc2cc(NS(=O)(=O)c3cccs3)ccc21,5%,-5%,-12%

Just N370S GC mod, for some of the entries so far:
SMILES	N370S GC mod
CC(C)n1c(=O)[nH]c2ccccc21	7%
O=C(Nc1ccccc1)C1CC(=O)N(C2CCCCC2)C1 (stereo not given)	8%

Going on with the list.
SMILES,TDP1 block,FEN1 inhibitor,N370S GC mod
COC(=O)c1cc(Br)ccc1-c1ccc(/C=N/n2nnnc2N)o1,5%,-5%,20%
CCc1ccc(C)[n+](CC(=O)c2cccs2)c1,.,-1%,-4%
COCCOC(=O)C1=C(C)NC(=S)NC1c1cccs1 (stereo not given),7%,-2%,6%
CCOC(=O)c1cccc(NC(=O)CSc2nnc(-c3cccnc3)n2CC)c1,1%,-8%,-9%
COc1ccc(/C(C)=N/NC(=O)CNC(=O)c2cccs2)cc1OC,0%,-1%,-23%
COc1ccc(N2CCN(C(=O)c3ccc(S(=O)(=O)N4CCCC4)cc3)CC2)cc1,.,8%,-1%
O=C(CCn1c(=S)oc2ccccc21)Nc1cccc(F)c1,1%,-1%,-11%
C=CCOC(=O)C1=C(C)NC(=O)NC1c1cn(-c2ccccc2)nc1-c1cccs1 (stereo not given),8%,-21%,17%
Cc1ccc(S(=O)(=O)N2CCN(c3nc(-c4cccs4)nc4ccccc34)CC2)cc1,-2%&0%&0%,7%&-15%&3%,.
CCN(CC)CCN(C)c1ccc(N2C(=O)C3CC=CCC3C2=O)cc1[N+](=O)[O-] (stereo not given),8%,-6%,1%
Cc1cc(Nc2nc3ccccc3nc2Cl)n(-c2ccccc2)n1,-3%,-20%,7%
O=C1N(Cc2cccc(Cl)c2)C[C@@H]2C[C@@H](c3cccc4cccnc34)N3CCC[C@@]123,0%,16%,3%
O=C(OC1CCOC1=O)C1CCN(S(=O)(=O)c2ccc(Cl)c(C(F)(F)F)c2)CC1 (stereo not given),-14%,-4%,2%
CCOC(=O)CN1CC23C=CC(O2)C(C(=O)NC2CCCC2)C3C1=O (stereo not given),4%,-9%,1%
COc1ccc(S(=O)(=O)n2nc(-n3c(C)ccc3C)c3c(F)cccc32)cc1OC,9%,9%,16%
OCCNCCOc1ccccc1F,5%,7%,-5%
COc1ccc(O[C@H]2C=C[C@@H](c3ccccc3)O[C@H]2COC(=O)CC/C(C)=N/O[C@@H]2O[C@H](COC(C)=O)[C@H](OC(C)=O)[C@H](OC(C)=O)[C@H]2OC(C)=O)cc1,7%[21 µM],.,3%[12.8 µM]
COC(=O)c1ccc(NS(=O)(=O)c2cc3c4c(c2)CCC(=O)N4CCC3)cc1,.,-2%,-4%
CCOC(=O)CS(=O)(=O)CC(=O)Nc1ccc([N+](=O)[O-])cc1OC,2%,0%,-2%
O=C(c1ccccc1)N1CCOC12CCN(c1ncc(C(F)(F)F)cc1Cl)CC2,5%,-13%,14%
Cc1ccc2nc(Cl)c3cc(C(=O)N4CCCC(C)C4)sc3c2c1 (stereo not given),1%,-5%,.
Cc1cc(C)cc(NC(=O)C2CCCN(S(=O)(=O)c3ccc4[nH]c(=O)ccc4c3)C2)c1 (stereo not given),.,-3%,-7%
CCOc1ccc(C(=O)N2CCCCC2CCN2CCOCC2)cc1 (stereo not given),0%,-2%,.
COc1ccccc1CNC(=O)c1cnc2sc(N3CCOCC3)nn2c1=O,1%,-2%,.
COc1ccc(OC)c(S(=O)(=O)N2Cc3ccccc3CC2C(=O)O)c1 (stereo not given),-5%,-7%,-4%
O=C(Nc1cccc(C(F)(F)F)c1)c1ccc2c(c1)nnn2C1CCCC1,0%,-2%,.
COc1ccc(Oc2coc3cc(OCC(=O)N4CCCCC4)ccc3c2=O)cc1,-8%,.,-7%
O=C(O)c1ccc(NC(=S)NC(=O)c2ccc(-c3ccccc3)cc2)cc1,.,-10%,12%
O=C(COc1ccc(S(=O)(=O)NCc2ccccc2)cc1)N1CCOCC1,-3%,1%,7%
CCCN1C(=O)/C(=C/c2ccc(C)s2)SC1=Nc1ccc(OC)cc1,4%,13%,-7%
CSc1nsc(SC)c1C(=O)OCC(F)(F)F,0%,4%,4%
CCN(CC)CCOC(=O)c1ccc(Nc2c3c(nc4ccccc24)CCC3)cc1,5%,5%,.
